PPC-1+TRAIL kill = compounds killing PPC-1 cancer cells with TRAIL present, primary screen, TRAIL potentiator project, ATPLite luminescence, uHTS. 0.41% of 220,000 active. cell killing (% activity), % at 4 µM. AID 1443, 2008. PPC-1 cells + TRAIL, ATPLite viability luminescence;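 active = cell killing above 50% in the first pass at 4 µM, then a duplicate retest at 5 µM averaging 50% or more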;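 note: plate controls were cells with TRAIL plus DMSO for no effect and medium-only wells lacking cells for full effect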
EP2 antag = human EP2 receptor antagonists, primary screen, TR-FRET cAMP, C6 glioma cells. inhibition, % at 25 µM. AID 1422, 2008. Prostaglandin E2 receptor EP2 subtype (Homo sapiens), P43116. 0.52% of 260,000 active. C6 glioma cells expressing human EP2; cells stimulated with saturating PGE2;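 active = percent inhibition above 40 after rounding to a whole number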;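 note: rat C6 glioma host cells with rolipram phosphodiesterase inhibitor present; the protocol text gives 20 µM as final concentration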
Target sequence (P43116 whole entry, looked up): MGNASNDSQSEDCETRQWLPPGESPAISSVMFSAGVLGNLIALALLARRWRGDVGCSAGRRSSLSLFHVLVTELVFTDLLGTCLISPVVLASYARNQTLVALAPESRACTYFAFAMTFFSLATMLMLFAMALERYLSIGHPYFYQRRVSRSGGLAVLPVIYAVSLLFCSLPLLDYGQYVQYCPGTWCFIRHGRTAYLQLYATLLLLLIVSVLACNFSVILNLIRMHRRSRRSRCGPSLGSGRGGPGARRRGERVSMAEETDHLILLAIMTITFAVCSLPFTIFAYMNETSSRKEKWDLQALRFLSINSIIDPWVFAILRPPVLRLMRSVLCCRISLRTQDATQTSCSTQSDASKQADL
RBBP9 inh = human RBBP9 inhibitors, primary screen, biochemical, fluorescence polarization, FP-Rh probe, HTS | inhibition, % at 7.94 µM | Serine hydrolase RBBP9 (Homo sapiens), O75884 | recombinant RBBP9 | 0.2% of 220,000 active;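 active = inhibition above the campaign mean of all tested compounds plus 3 SD, cut at about 14% in these data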;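 note: plate controls were DMSO wells with RBBP9 for no effect and wells lacking RBBP9 protein for full effect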
Target sequence (O75884 whole entry, looked up): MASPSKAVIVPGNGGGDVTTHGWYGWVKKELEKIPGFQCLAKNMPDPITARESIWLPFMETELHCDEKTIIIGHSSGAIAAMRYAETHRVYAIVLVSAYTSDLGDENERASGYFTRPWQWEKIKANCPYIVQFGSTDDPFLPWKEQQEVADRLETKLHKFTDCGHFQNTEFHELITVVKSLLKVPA
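Test system: recombinant human RBBP9. Quantity: 2.5 µM RBBP9 dispensing solution, before mixing. Detection: FP readout at 525/598 nm. Reagent: Serine-hydrolase probe FP-Rh, 375 nM pre-mixing. Measure: % inhibition. Control set: DMSO-treated enzyme wells and wells lacking RBBP9. Buffer or medium: Tris-NaCl-Pluronic buffer, pH 8.0. Times: preincubation 30 min plus labeling 45 min at 25 °C.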
TbHK1 inh = Trypanosoma brucei hexokinase 1 inhibitors, primary screen, biochemical, G6PDH-coupled NADH absorbance, MLSCN library; hexokinase 1 [Trypanosoma brucei]; recombinant TbHK1, G6PDH-coupled NADH A340; 0.11% of 220,000 active; inhibition, % at 10 µM;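 active = inhibition of 50% or more in the single-dose primary screen; inactive = inhibition below 50%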
p97 inhibitor = inhibitors of human p97 ATPase, primary screen, biochemical; Transitional endoplasmic reticulum ATPase (Homo sapiens), P55072; recombinant p97 ATPase, Kinase-Glo ATP luminescence, 3 h; inhibition, % at 8 µM; 0.42% of 220,000 active; AID 1481, 2009; in the data active = inhibition above about 15%;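 note: 0% = DMSO vehicle and 100% = wells lacking enzyme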
Ba/F3 V617F tox = reduced viability of JAK2V617F-dependent Ba/F3 cells, primary screen, JAK2V617F inhibitor project, cell-based, Ba/F3 EpoR-JAK2V617F, luminescence; ATP luminescence; inhibition, % at 5.6 µM; 1.1% of 220,000 active;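 active = inhibition above the campaign mean plus 3 SD over all tested compounds, cut at about 24% in these data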;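 note: cytokine-independent growth of Ba/F3 cells driven by EpoR plus mutant JAK2; 0% = DMSO-treated cells and 100% = JAK inhibitor I control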
BaF3 parental = parental Ba/F3 cell viability inhibition, counter-screen for JAK2V617F inhibitor project, murine pro-B, CellTiter-Glo luminescence; CellTiter-Glo ATP luminescence; inhibition, % at 5.6 µM; 1.1% of 220,000 active;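 active = inhibition above a per-campaign cutoff, the mean inhibition of all tested compounds plus 3 SD, cut at about 27% in these data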;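 note: 0% = DMSO wells and 100% = JAK Inhibitor I control wells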
NCF1 inh = p47phox/p22phox peptide binding inhibitors, primary screen, biochemical, uHTS, NADPH oxidase regulatory subunit | Neutrophil cytosol factor 1 (Homo sapiens), P14598 | 0.53% of 220,000 active | fluorescence polarization, 2 h | AID 1274, 2008 | inhibition, % at 24.7 µM;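 active = inhibition above about 30%, limit read from the data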;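 note: 0% = p47phox with labelled peptide and 100% = labelled peptide alone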
Target sequence (P14598 whole entry, looked up): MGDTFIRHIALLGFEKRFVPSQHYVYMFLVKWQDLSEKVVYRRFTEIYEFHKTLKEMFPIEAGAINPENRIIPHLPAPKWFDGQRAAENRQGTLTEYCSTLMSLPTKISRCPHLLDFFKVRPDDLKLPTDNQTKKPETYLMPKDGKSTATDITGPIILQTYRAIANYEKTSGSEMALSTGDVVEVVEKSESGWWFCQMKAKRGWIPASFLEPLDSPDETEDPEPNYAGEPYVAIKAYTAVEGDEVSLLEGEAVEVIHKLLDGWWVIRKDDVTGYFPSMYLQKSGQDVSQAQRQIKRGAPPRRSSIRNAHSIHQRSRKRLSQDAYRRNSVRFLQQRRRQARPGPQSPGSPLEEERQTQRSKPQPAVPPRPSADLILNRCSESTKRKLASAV
Furin inhibitor = human furin inhibitors, primary screen, biochemical, fluorescence intensity; P09958; purified furin, fluorogenic substrate cleavage; inhibition, % at 30 µM; 0.061% of 220,000 active; in the data active = inhibition above about 25%; note: inactives centre near -15
* hit, by the source's call; / = no result given; [ ] = remark or other dose. Some of the compounds tested. The share of hits here may be higher or lower than overall.

SMILES	PPC-1+TRAIL kill	EP2 antag	RBBP9 inh	TbHK1 inh	p97 inhibitor	Ba/F3 V617F tox	BaF3 parental	NCF1 inh	Furin inhibitor
Cn1cccc1-c1nc2ccccc2n1C	-8	8	-10	3	-1	4	5	-2	-18
Cc1cccc(NC2=NC(C)(C)N=C(N)N2)c1	44	8	-12	3	5	99*	101*	-7	-34
O=c1cc(N2CCOCC2)c2ccccc2o1	-17	9	4	-13	-2	-3	4	1	-15[20 µM]
O=C(COc1ccc(S(=O)(=O)N2CCCC2)cc1)NCC1CCCO1 (stereo not given)	14	-2	-4	4	-7	4	7	3	-7
O=C(COC(=O)c1ccc(S(=O)(=O)NCc2ccco2)cc1)c1ccccc1	14	0	-7	8	4	-2	4	-23	-16
Cc1ccc(C)c(NC(=O)c2ccccc2C(=O)c2ccccc2)c1	-5	7	-8	0	3	0	-1	-9	-17
COc1cc2[nH]c(=O)n(CCCCCC(=O)N3CCN(c4ccccn4)CC3)c(=O)c2cc1OC	24	5	8	-15	1	-3	-1	-12	8[20 µM]
Cc1cc(C)cc(NC(=O)C2CCCN(S(=O)(=O)c3cnc[nH]3)C2)c1 (stereo not given)	8	15	-1	5	3	-1	3	1	-25
CCC(c1nnnn1C(C)(C)C)N1CCN(C2CCCC2)CC1 (stereo not given)	10	14	-8	-3	-3	2	2	-3	-21[20 µM]
Cc1oc(S(=O)(=O)N2CCOCC2)cc1C(=O)Nc1ccc(F)cc1	10	9	-3	6	5	-1	0	-6	-20
CCc1nnc(NS(=O)(=O)c2ccc(NC(=O)COc3ccc(Cl)c(C)c3)cc2)s1	22	10	0	11	-6	4	1	-13	-10
O=C(Nc1ccc(O)cc1)c1cc2ccccc2c(=O)s1	-4	8	1	-16	10	-1	4	-7	-16
CC(C)=CC(=O)OCC(=O)Nc1cc(C)ccc1C	-6	6	-6	2	1	3	4	7	-23
CCOC(=O)N1CCN(C(=O)CSc2nnc(-c3c[nH]c4ccccc34)n2CCOC)CC1	-8	/	-4	-1	1	16	3	-3	-18
COc1ccccc1CNC(=O)c1ccc(OC(F)F)c(OC)c1	9	9	-3	6	1	0	0	-6	-11
Cc1c(NC(=O)c2c(F)cccc2F)c(=O)n(-c2ccccc2)n1C	-3	15	-10	4	-6	5	2	-2	4
C=CCn1c(SCC(=O)OC)nc2sc3c(c2c1=O)CCN(C)C3	12	9	2	-32	3	2	6	-21	-9[20 µM]
Cc1cc(Cl)ccc1OCc1nnc2n1CCCCC2	-13	10	-3	0	-5	4	11	0	-22
Cc1ccc(NC(=O)C(=O)NCCN2CCN(Cc3ccc([N+](=O)[O-])cc3)CC2)cc1	8	3	-1	-5	2	1	8	-17	-20
CC(=O)N1CCc2ccc(S(=O)(=O)N3CCN(C)CC3)cc21	2	3	-6	36	3	0	9	-13	-11
CCOC(=O)C1(Cc2cccc(F)c2)CCN(C(=O)c2cscn2)CC1	13	9	-3	-13	-3	1	-3	4	-14
CCOC(=O)N1CCC(NC(=O)c2cc(S(=O)(=O)N3CCC4(CC3)OCCO4)ccc2F)CC1	1	6	-4	3	-3	3	7	-4	-14
CSc1nsc(SCC(=O)Nc2nc3ccccc3s2)n1	17	8	-7	34	-1	7	11	-11	-2
CCC(C)NC(=O)C1CCCCN1S(=O)(=O)c1ccc(F)cc1 (stereo not given)	-4	6	-5	-1	-2	1	6	-3	3[20 µM]
O=C(NNC(=O)c1cccc(O)c1)Nc1ccc([N+](=O)[O-])cc1	15	6	-6	-33	3	-2	7	-1	-3

Among those listed so far, two have a Cl atom:
SMILES	PPC-1+TRAIL kill	EP2 antag	RBBP9 inh	TbHK1 inh	p97 inhibitor	Ba/F3 V617F tox	BaF3 parental	NCF1 inh	Furin inhibitor
CCc1nnc(NS(=O)(=O)c2ccc(NC(=O)COc3ccc(Cl)c(C)c3)cc2)s1	22	10	0	11	-6	4	1	-13	-10
Cc1cc(Cl)ccc1OCc1nnc2n1CCCCC2	-13	10	-3	0	-5	4	11	0	-22

Next part
SMILES	PPC-1+TRAIL kill	EP2 antag	RBBP9 inh	TbHK1 inh	p97 inhibitor	Ba/F3 V617F tox	BaF3 parental	NCF1 inh	Furin inhibitor
COc1cccc(C2=CC(c3ccc(N(C)C)cc3)n3nnnc3N2)c1 (stereo not given)	3	14	1	1	0	2	1	-11	-34
CCOC(=O)Cn1c(=O)oc2cc(S(=O)(=O)N(C)c3cccc(C)c3)ccc21	22	8	-4	-8	2	-1	-3	-13	-22
Cc1ccccc1-n1cnnc1SCC(=O)Nc1cccnc1Cl	-7	3	-1	0	-1	3	11	6	-18
CCC(=O)NC(=S)Nc1ccc(S(=O)(=O)N2CCN(C)CC2)cc1	-20	3	-6	1	0	-2	0	0	-9
CCOC(=O)c1c(C)[nH]c(N=Nc2cccc(C)c2)c1C	5	12	1	-29	-1	2	3	0	-11[20 µM]
CSc1ccc(/C=N/n2c(Cc3ccc(Br)cc3)n[nH]c2=S)cc1	32	10	-10	2	4	0	5	-142	-7
Cc1cccc(-n2nc3c(c2NC(=O)c2ccc(Br)o2)CSC3)c1	5	9	-9	-7	0	-2	4	-20	-5[20 µM]
O=S(=O)(Nc1ccccc1)c1ccc(F)cc1	-1	4	6	-4	5	-4	0	2	-23[20 µM]
COCCn1c(C)cc(C(=O)CSc2nc3nc(C)cc(C)n3n2)c1C	21	4	-6	26	3	-1	7	-8	-7
COc1ccc(C(=O)O/N=C(/c2cccs2)C(C)(C)C)cc1	6	9	-1	-3	1	-3	0	0	-6
COc1ccc(-n2nc3c(c2NC(=O)c2ccc(S(=O)(=O)N4CCOCC4)cc2)CS(=O)(=O)C3)cc1	-4	3	7	-6	4	2	6	0	2
CCn1c(SCC(=O)c2ccc(NS(=O)(=O)c3ccccc3)cc2)nnc1-c1cccs1	-8	1	-11	-10	-7	7	8	-12	-5[20 µM]
CCOc1ccc(-c2ccc(SCC(=O)NCC3CCCO3)nn2)cc1 (stereo not given)	26[5 µM]	10	-9	-5	2	-1	-1	-22	-17
O=C(CSc1n[nH]c(=O)[nH]c1=O)c1ccc([N+](=O)[O-])cc1	3	7	-14	-9	4	-4	1	-16	-10
CN(C)S(=O)(=O)c1cccc(NC(=S)N/N=C/c2cc(Br)ccc2O)c1	30	14	-4	3	4	59*	26	-26	0
CCCCN1C(=O)/C(=C2\SC(N3CCCCC3)=NC2=O)c2ccccc21	40[5 µM]	7	-4	-2	4	-3	8	-11	-21
S=c1[nH]nc(C2CCCCC2)n1/N=C/c1ccccn1	-4	2	-5	-4	1	-5	-3	-4	-18
NC(=O)CCC(NS(=O)(=O)c1ccc(Cl)cc1)C(=O)NCc1ccc(Cl)cc1 (stereo not given)	35	4	-5	34	-1	3	10	-6	-6
c1ccc(-n2ncc3cccnc32)cc1	-20	15	-2	-12	2	3	-1	-14	-9
O=C(COc1ccc(Cl)cc1)NNC(=O)C(=O)N1CCCCC1	20	6	-7	-2	-4	0	5	-7	-14
Cc1ccc2oc(C(=O)Nc3c(C)n(C)n(-c4ccccc4)c3=O)c(C)c2c1	/	/	-6	-5	7	-3	2	/	20[20 µM]
COc1ccc(CCN2C(=NC(=O)CCC(=O)O)SC3CS(=O)(=O)CC32)cc1 (stereo not given)	12	9	-1	2	-7	2	4	-9	-7[20 µM]
CCN(CC)C(=O)COc1ccc(Br)cc1Cl	12	9	-2	1	3	-1	6	-11	-22[20 µM]
COc1cc(C2C(C(=O)OC(C)C)=C(C)Nc3[nH]c(=O)[nH]c(=O)c32)ccc1O (stereo not given)	-17	12	17*	-13	3	-1	2	-3	-10[20 µM]
CS(=O)(=O)N1CCCC(C(=O)NCc2ccccc2Cl)C1 (stereo not given)	-11	3	2	2	4	-1	1	-20	7[20 µM]

(further entries)
SMILES	PPC-1+TRAIL kill	EP2 antag	RBBP9 inh	TbHK1 inh	p97 inhibitor	Ba/F3 V617F tox	BaF3 parental	NCF1 inh	Furin inhibitor
O=C(NCc1cccnc1)C1CC(=O)N(CCc2ccccc2)C1 (stereo not given)	7	8	-9	-3	-5	2	3	1	-19
CC(C)(C)c1ccc(C(=O)N2CCCN(c3ccc([N+](=O)[O-])cn3)CC2)cc1	9	0	0	-20	-13	2	-5	2	6
Cc1ccc(C(=O)N2c3ccccc3NC(=O)C2C)cc1 (stereo not given)	7	4	-6	-5	-3	1	1	-7	-8
COc1cc2c(cc1OC)CN(CC(=O)NC(=O)NCc1ccccc1)CC2	-3	4	-9	0	3	-1	5	-11	-24
CC(C)CCN1CCN(Cc2ccc(C#CCCO)cc2)CC1CCO (stereo not given)	3	8	3	0	0	2	1	-8	-24
CC(Sc1cnccn1)C(=O)O (stereo not given)	21	4	2	-4	1	3	8	6	-24
CCOc1ccccc1C(=O)Nc1nnc(COC)s1	-11	9	0	2	1	-2	4	5	-14[20 µM]
Cc1ccc(-n2c(=O)[nH]cc(C(=O)Nc3ccc4c(c3)OCCO4)c2=O)cc1	8	9	-7	-2	-4	4	4	5	-15
CC(=O)N/C(N)=N/c1nc2cc([N+](=O)[O-])ccc2o1	-5	6	-2	-12	3	-3	-5	-14	-26
COc1cccc(C(=O)NNC(=O)c2ccccc2-n2cccc2)c1	13	1	-2	-2	3	2	8	-7	-15
CCCCNC(=O)c1cc([N+](=O)[O-])[nH]n1	-17	0	4	-10	5	-3	4	-5	-26
O=C(O)c1cc(NC(=O)c2ccc(Cl)c([N+](=O)[O-])c2)cc(C(=O)O)c1	4	3	-8	1	0	1	5	-18	-29
Cc1cc(=O)n(C)c2ccccc12	-12	7	4	-8	4	1	11	-2	-32
COc1ccc(S(=O)(=O)Nc2nc(C(F)(F)F)cs2)cc1	9	15	-4	3	2	-1	1	4	-20
CCN(CC)CCN1CNC(=S)N(c2ccccc2OC)C1	16	6	-4	-13	-2	-2	-1	-4	-33
COc1ccc(C)cc1NC(=O)CC(O)(C(F)(F)F)C(F)(F)F	-2	7	2	-3	0	1	2	2	-2[20 µM]
CS(=O)(=O)N(Cc1ccc(C(=O)N2CCc3ccccc3C2)cc1)c1ccccc1	0	8	-6	-2	0	-4	2	-8	-17
Cc1[nH]c2ccccc2c1C(=O)CSc1n[nH]c(N)n1	35	-1	-4	-3	-1	4	0	-2	-5
Cc1cc(NC(=O)CSc2nnc(CNc3cccc(C(F)(F)F)c3)n2Cc2ccco2)no1	-8	11	-7	-10	-7	0	1	-17	-19
Cc1cccc(NC(=S)N/N=C/C(C)c2ccccc2)c1C (stereo not given)	-1	10	0	-1	0	-1	0	0	-10
COc1ccc(NC(=O)C(c2ccccc2)N(C)C(=O)c2ccc(=O)[nH]c2)cc1 (stereo not given)	29	4	2	23	2	-5	2	0	-11
CC(C)c1ccc(C(CC(=O)c2ccc(Cl)cc2)C(=O)O)cc1 (stereo not given)	5	9	1	3	-5	2	8	9	-10[20 µM]

Source: PubChem (several laboratories)
